GSIS activator = primary screen for activators of insulin secretion dependent on glucose, INS-1E cells, GLuc reporter luminescence; 370,000 tested, 0.61% active; INS-1E GLuc reporter insulin secretion, 2-3 h; activation, % at 16.6 µM;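 active = lowest replicate activation of at least 40%, so every replicate reaches that level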;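 also: 0% = median of neutral control wells and 100% = median of IBMX positive control wells; some compounds called inactive have numbers as strong as hits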
XiGFP reactiv = X-chromosome reactivation activator | XiGFP mouse fibroblasts, % GFP-positive cells imaging, 3 d; cells co-treated with 5-aza-dC sensitizer; scaled so ellipticine positive control = 100% | activation, % at 7.58 µM | 360,000 tested, 0.055% active;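 active = mean normalized replicate activation at least 10% and every replicate at or above 10%; inconclusive = only one of the two criteria met; inactive = mean below 10% and not all replicates reach 10%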;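 also: 0% = median of on-plate neutral control wells and 100% = ellipticine 6 µM median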
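Schedule: 3 d treatment, 15 min room-temperature fixation; system: 68-5-11 XiGFP fibroblast line; buffer or medium: DMEM plus 5-aza-dC sensitizer; control set: ellipticine 6 µM positive control; compound: one concentration, pinned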
PAX8 reporter = lowers PAX8-driven luciferase in RMG-I cells; 360,000 tested, 1.2% active; inhibition, % at 12.6 µM; RMG-I TPO-luciferase reporter, SteadyGlo, 24 h;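 active = mean replicate inhibition at least 60% with every replicate also reaching 60%; inconclusive = only one of the two criteria is met; inactive = mean below 60% and not all replicates reaching 60%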;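 also: luciferase light reporting Pax8 driven TPO promoter activity; plate controls were median of neutral control wells for no effect and mitoxantrone controls for full effect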
DENV2 CPE rescue = inhibitors of DENV2 cytopathic effect; 350,000 tested, 1.7% active; AID 651640; CPE inhibition, % at 9.99 µM; DENV2-infected cells, cytopathic effect rescue, plate reader; in the data active = CPE inhibition above about 20%, passing the limit was not always enough; inconclusive = no clear call, values can overlap the other calls; tested in BHK-21 cells;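 also: 0% = median of neutral control wells and 100% = median of positive control wells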
F508del corr = correctors of CFTR F508del function in bronchial epithelial cells. 350,000 tested, 0.36% active. CFBE cells, YFP halide quenching; stimulated with forskolin plus potentiator P3; % fluorescence drop versus neutral controls. activity (quench increase), % at 7.58 µM;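 active = mean added fluorescence quench of at least 8% versus neutral control, with both replicates also reaching 8%; inconclusive = only one of the mean or replicate conditions met; inactive = mean below 8% and not both replicates reaching 8%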;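 also: cells transiently co-express mutant CFTR-F508del with the halide-sensitive YFP; corrector assay measuring rescue of mutant channel to the surface after 24 h compound exposure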
EWS-Fli block = inhibitors of EWS/Fli oncoprotein transcriptional activity; A673 NR0B1-luciferase reporter, viability-normalised; inhibition, % at 12.6 µM; 350,000 tested, 0.67% active; AID 651661;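 active = mean inhibition of at least 50% after viability correction, with every replicate also passing that limit; inconclusive = mean reaches 50% but only one of two replicates passes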;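 also: firefly luciferase signal divided by Alamar Blue viability fluorescence both relative to DMSO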
ERp5 inh = ERp5 (human) disulfide isomerase inhibition | ERp5 insulin aggregation, absorbance 650 nm, 90 min | inhibition, % at 9.99 µM | 350,000 tested, 0.05% active;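 active = mean replicate inhibition above about 25%, with every replicate also reaching it, limit read from the data, passing the limit was not always enough; inconclusive = only one of those two criteria met; inactive = neither criterion met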
Target sequence (Q15084 whole entry, looked up): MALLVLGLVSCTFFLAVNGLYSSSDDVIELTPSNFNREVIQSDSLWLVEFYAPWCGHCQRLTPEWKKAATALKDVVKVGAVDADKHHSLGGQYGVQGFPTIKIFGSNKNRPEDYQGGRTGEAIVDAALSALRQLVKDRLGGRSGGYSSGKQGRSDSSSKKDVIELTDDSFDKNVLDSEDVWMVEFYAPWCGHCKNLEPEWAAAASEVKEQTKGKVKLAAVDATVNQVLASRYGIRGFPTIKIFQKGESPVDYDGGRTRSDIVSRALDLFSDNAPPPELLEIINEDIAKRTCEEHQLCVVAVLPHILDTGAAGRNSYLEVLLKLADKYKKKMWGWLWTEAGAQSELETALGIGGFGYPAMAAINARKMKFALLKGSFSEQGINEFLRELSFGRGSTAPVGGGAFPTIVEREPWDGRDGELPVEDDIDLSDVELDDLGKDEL
ARNT-TACC3 inh = ARNT/TACC3 interaction disruption; AlphaScreen His-ARNT PAS-B/GST-TACC3 binding, luminescence; TACC3 fragment carries E629A point mutation; inhibition, % at 9.99 µM; 390,000 tested, 0.66% active;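 active = mean inhibition of replicates at least 50% and at least half of replicates each reaching 50%; inconclusive = half or more replicates reach 50% but mean below 50%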;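 also: 0% = complete ARNT plus TACC3 wells and 100% = ARNT alone without TACC3; many hits fall short of the cut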
The depositor's hits bear a star; ? = inconclusive; / = not tested or not shown; & = joins results of further samples. Rows were taken by chance; any-hit rate near 4.2%.

SMILES	GSIS activator	XiGFP reactiv	PAX8 reporter	DENV2 CPE rescue	F508del corr	EWS-Fli block	ERp5 inh	ARNT-TACC3 inh
COc1ccc(C(=O)N(C)Cc2ccccn2)cc1OC1CCN(C(C)C)CC1	10.6	0.0	8.3	-6.5	-6.0	/	2.7	-5.7
COC(=O)CCCC[C@@H]1O[C@H](CCc2ccccc2)Cc2[nH][nH]c(=O)c21	-1.1	0.0	6.8	?	1.1	2.6	-3.4	/
CC(=O)NC(CC(=O)OCc1ccc([N+](=O)[O-])cc1)c1ccccc1 (stereo not drawn)	6.5	0.5	19.5	0.1	-0.9	5.2	0.5	-2.8
COC(=O)[C@]12CCCCC=C1N(CCC1=CCCCC1)C(=O)[C@H](CC(=O)NCCCCc1ccccc1)C2	-5.3	0.5	8.8	-19.1	-2.6	13.2	3.4	/
Cc1c(OCC(=O)NC2CCN(Cc3ccccc3)CC2)ccc2c3c(c(=O)oc12)CCC3	15.9	0.3	2.1	-2.8	1.2	-0.8	-6.6	-6.4
O=C(NC(c1ccccc1)c1ccc2ccccc2n1)C1CCN(Cc2ccc(Oc3ccccc3)cc2)CC1 (stereo not drawn)	/	0.0	23.8	-1.8	-0.8	-2.1	-0.6	/
Cc1ccc(OCCNC(=O)c2cccc(C)c2)cc1	-19.7	0.0	0.1	-1.0	-11.7	-9.0	1.8	-4.0
C[C@@H]1CN([C@@H](C)CO)C(=O)c2cc(NS(=O)(=O)c3ccc(F)cc3)ccc2O[C@H]1CN(C)Cc1ccc(Oc2ccccc2)cc1	-18.5	-0.2	33.3	16.2	2.6	18.4	0.0	-7.3
Cc1occc1C(=O)N1CCCC(N2CCN(c3cccc(C(F)(F)F)c3)CC2)C1 (stereo not drawn)	-81.6	0.4	5.5	11.2	0.2	/	12.7	3.7
COc1ccc(C=C2SC(=S)NC2=O)cc1	-2.8	0.1	-21.7	?	1.0	-4.0	-5.3	-3.6
CC1=C(C(=O)Nc2ccc(C)cc2)C(c2cccs2)NC(=S)N1 (stereo not drawn)	-8.4	0.0	-27.5	-7.2	/	-0.3	-0.4	-18.0
Cc1nc2ccccc2n1CSc1ccccc1	4.8	0.0	53.0	-9.9	-3.1	3.7	4.3	-8.9
COc1ccc(C(=O)OCC(=O)Nc2ccccc2)cc1[N+](=O)[O-]	/	0.0	0.2	1.5	-0.2	1.9	2.4	-2.4
Cn1c(=O)c2c(ncn2CC(=O)NC2CCCCC2)n(C)c1=O	14.5	-0.1	-2.1	4.4	1.5	-2.6	6.4	-12.2
CC(C)c1ccc(NC2CCCN(C(=O)C3=NN(C)C(=O)CC3)C2)cc1 (stereo not drawn)	-11.3	0.2	-17.5	7.1	-3.6	-1.1	2.8	4.0
CCCCN1C(=O)C(CC(=O)NC(c2ccccc2)c2ccccc2)CC(C(=O)N2CCCCCC2)=C1C (stereo not drawn)	-50.2	0.1	5.6	-0.9	-2.6	7.0	-3.1	/
COc1ccc(NC(=S)N2CCN(c3ccc([N+](=O)[O-])cc3)CC2)cc1OC	-6.0	0.0	2.9	7.3	-1.9	-0.6	-2.0	3.2
O=C(O)c1ccc(N/N=C/c2cccc3nccnc23)cc1	-21.8	0.0	-25.3	4.4	-2.0	-50.9	2.2	/
CC(C)(C)OC(=O)NCc1ccc(NC(=O)c2nc[nH]c2C(=O)N[C@@H](Cc2ccccc2)C(=O)OCc2ccccc2)cc1	10.5	2.8	-18.6	16.1	-2.7	14.0	1.1	-0.5
O=C(CCN1C(=O)/C(=C/c2cccs2)SC1=S)NNC(=O)c1cccc(O)c1	-1.4	0.5	2.4	5.4	-5.3	3.0	-3.1	-3.8
Cc1noc(C)c1C(=O)N1CCC1(C)C(=O)NS(=O)(=O)c1ccc(Br)cc1 (stereo not drawn)	7.1	-0.1	-0.4	18.2	-1.2	3.2	-6.8	/
COC(=O)c1ccc(C(=O)Nc2cc(Cl)ccc2Cl)cc1NC(=O)c1ccc(N(C)C)cc1	-4.2	/	/	?	0.8	2.0	-3.0	-4.0
C[C@H](CO)N1C[C@H](C)[C@@H](CN(C)Cc2ccccn2)Oc2cc(Br)ccc2S1(=O)=O	1.5	-0.7	/	1.4	-1.3	1.0	2.8	-3.8
Cc1ccc(S(=O)(=O)Nc2cccc3c2O[C@@H](CN(C)Cc2ccc(C(=O)Nc4ccccc4N)cc2)[C@H](C)CN([C@@H](C)CO)C3=O)cc1	16.0	-0.3	-4.6	-8.6	-0.9	-2.7	/	/
COc1c(F)c(F)cc2c(=O)c(C(=O)O)cn(C3CC3)c12	-38.8	0.1	-10.3	-7.1	-1.8	-3.0	0.4	12.6
COc1ccccc1Nc1ccc(N)cc1	15.9	0.4	23.0	-2.8	-1.1	6.5	1.1	-5.1
COc1cccc(C(O)c2nc(/C=C/c3ccccc3)cs2)c1 (stereo not drawn)	5.5	0.1	-34.4	-2.3	-3.7	-22.0	4.7	/
C=CCOc1ccc(C2NC(=O)c3ccccc3O2)cc1OCC (stereo not drawn)	8.1	0.3	-10.8	0.7	0.4	11.6	-1.6	-0.6
Cc1cc(C(=O)N/N=C/c2ccc3c(c2)OCO3)c(C)o1	-10.9	0.2	-19.1	-4.4	1.1	-14.6	0.6	-7.4
CN1C(=O)c2cc(NC(=O)Nc3cccc(Cl)c3)ccc2OC[C@@H]2O[C@H](CC(=O)O)CC[C@H]21	1.0	0.2	14.2	?	-0.5	-12.7	-0.2	-0.3
COc1ccc(CCN2CC(C(=O)NCCc3cn[nH]c3)CCC2=O)cc1 (stereo not drawn)	6.6	0.0	-10.7	87.6*	0.7	/	-0.1	-13.6
Cc1noc(C)c1NC(=O)N(C)C[C@@H]1OCCCC[C@@H](C)Oc2ccc(NC(=O)C3CCCCC3)cc2C(=O)N([C@@H](C)CO)C[C@H]1C	-7.4	-0.2	7.4	-4.8	-2.0	7.6	4.7	-18.1
CCCS(=O)(=O)N1CCCC(C(=O)NCC(OC)OC)C1 (stereo not drawn)	0.0	0.0	-4.9	-1.4	4.9	6.4	1.5	-3.1
Cc1ccccc1-c1ccc2c(c1)O[C@H](CN(C)C(=O)C1CC1)[C@@H](C)CN([C@H](C)CO)S2(=O)=O	-14.5	0.3	/	-3.0	-2.7	17.1	-5.7	-0.2
COCOc1cccc(CN2CCC2(C)C(=O)Nc2cc(OC)ccc2OC)c1 (stereo not drawn)	-23.3	-0.1	1.7	8.3	1.2	8.5	-7.0	/
O=C1NC(Nc2nc3ccccc3s2)(C(F)(F)F)C(=O)N1C1CCCCC1 (stereo not drawn)	-22.0	/	/	7.4	-1.6	34.6	3.4	11.2
Cc1ccccc1-n1c(-c2ccc(Br)o2)n[nH]c1=S	0.3	0.2	-24.5	4.9	-1.7	-2.4	1.2	4.5
CCn1cc(C(=O)NCCCN(C)c2ccccc2)c(=O)c2cc(S(=O)(=O)N(C)C)ccc21	11.9	0.2	6.0	-5.8	2.1	2.0	-2.2	2.6
COC(=O)c1ccc(C(=O)OC)c(NC(=O)CN(C)Cc2ccc(Cl)c(Cl)c2)c1	-1.2	0.1	1.2	/	/	/	/	-5.0
COc1ccc(CN(C)C[C@@H]2OCCCC[C@@H](C)Oc3ccc(NS(=O)(=O)c4ccc(C)cc4)cc3C(=O)N([C@@H](C)CO)C[C@H]2C)cc1	-8.7	0.1	-12.7	0.6	2.7	-18.8	1.3	-12.1
COc1cc(OC)cc(C(=O)NCCC(=O)NCCc2ccc(OC)c(OC)c2)c1	31.2	0.0	-15.9	/	/	/	/	-3.6
N[C@@H]1CC[C@@H](CCn2cc(C3CCCCC3)nn2)O[C@H]1CO	0.0	0.3	-26.5	?	1.5	-29.3	-1.6	-7.9
C[C@H]1CN([C@@H](C)CO)S(=O)(=O)c2ccc(-c3cncnc3)cc2O[C@@H]1CN(C)C(=O)C1CCCCC1	0.7	-0.4	-0.8	/	0.4	-8.6	0.9	-12.3
COc1ccc(N2CCN(C(=O)CN3C(=O)NC(C)(C4CC4)C3=O)CC2)cc1 (stereo not drawn)	5.9	0.3	-8.1	?	-7.2	0.1	4.2	/
COc1cccc(CN2CC3(CN(Cc4ccccn4)C3)c3c([nH]c4cc(OC)ccc34)[C@H]2CO)c1	8.3	0.2	/	?	3.3	-3.8	5.1	/
CN(C)S(=O)(=O)c1cccc(C(=O)NC(=S)N(CCC#N)Cc2cccnc2)c1	4.2	0.1	22.7	-7.2	1.0	2.1	-0.1	-3.3
COCCCN1CC23C=CC(O2)C(C(=O)O)C3C1=O (stereo not drawn)	0.9	0.4	-8.6	-8.8	-2.2	-1.1	-4.4	-5.0
Cc1ccc(C2CC(=O)C(C=NCCN3CCN(C(=S)Nc4ccccc4)CC3)=C(O)C2)cc1 (stereo not drawn)	-7.1	0.0	-0.3	6.1	/	2.9	3.1	1.8&-24.0
CC(C)C(NC(=O)c1ccc(C(C)(C)C)cc1)C(=O)NCC(c1ccccc1)N(C)C (stereo not drawn)	-27.2	0.1	2.8	5.4	1.1	1.1	1.6	1.0
CC1CCN(S(=O)(=O)N2CCCC(C(=O)NCc3ccccc3Cl)C2)CC1 (stereo not drawn)	3.5	0.3	3.1	6.3	9.6*	1.0	2.2	-3.1
CCN1CCC2(CC1)N=C(c1ccc(F)cc1)C(=S)N2C(=O)c1ccc(C(C)(C)C)cc1	-11.8	-0.1	/	1.9	-2.0	1.0	-3.2	41.8
O=C(COc1ccccc1F)NNC(=O)c1ccc2c(=O)n3c(nc2c1)CCC3	-0.2	0.3	6.4	-6.7	-1.8	-7.3	-2.5	15.1
CCn1c(O)c(N=NC(=O)Cc2csc(N3CCOCC3)n2)c2ccccc21	16.1	0.1	5.1	-0.8	0.9	3.1	5.0	0.0
CCOC(=O)C1C(=O)NC(C(=O)OCC)(C(=O)OCC)C1C(C)CC (stereo not drawn)	2.4	0.0	2.1	-5.5	3.6	2.3	0.3	-17.2
CCOC(=O)C1=C(C)NC(C)=C(C(=O)OCC)C1c1ccco1	/	0.1	-10.7	-3.3	0.8	7.3	2.0	-6.4
Cc1c(C(=O)Nc2ccc(S(=O)(=O)Nc3ncccn3)cc2)oc2ccc(Cl)cc12	/	-0.1	/	5.0	2.5	-2.6	-2.0	16.2
CCC(C)(C)NC(=O)C1CC(=O)N(CCc2ccc(F)cc2)C1 (stereo not drawn)	6.4	0.3	10.8	9.7	0.5	4.7	2.0	18.8
CCC(C)NS(=O)(=O)c1ccc(NC(=O)Cc2ccc(OC)cc2)cc1 (stereo not drawn)	-27.2	0.7	7.4	/	-1.1	5.7	6.7	-0.7
CC(=O)Oc1c(C(=O)c2nnc(C)o2)c(=O)n(Cc2ccccc2)c2ccccc12	-1.8	0.0	-3.2	-7.2	/	-2.6	-3.4	20.7
O=[N+]([O-])c1ccc(C2CCCC/C2=N/O)c([N+](=O)[O-])c1 (stereo not drawn)	8.1	0.1	-0.3	-2.2	1.7	-11.3	5.3	-0.6

Compound activity from PubChem.
